From PubChem BioAssay
Pol kappa inh: blocks human DNA polymerase kappa activity | Q9UBT6 | purified Pol kappa, fluorescent DNA synthesis assay, 10 min | AID 588579 | Potency, µM (highest dose often 107 µM), without a hit: at the top dose activity, negative = inhibition, actives largely listed as inhibitors | actives 0.53% (n = 400,000); also: potency is read from the fitted curve at half-maximal effect; % is scaled to controls: 0 for no effect and ±100 for the full control effect
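Kinetic fluorescence screen: compound preincubated 15 min RT with 10 nM enzyme; 50 nM substrate (final) initiates; reads at 0/10 min.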
RXFP1 antag: RXFP1 (human) relaxin receptor antagonism; Q9HBX9; actives 0.59% (n = 350,000); HEK293-RXFP1, relaxin-stimulated cAMP HTRF, 30 min; hits give low values; activity change, negative = inhibition, % at 57.5 µM;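 active = activity change of -60% or lower, but not beyond a set lower limit; inconclusive = change between -60% and -40%, or beyond the set limit; inactive = change above -40%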; also: % is scaled to controls: 0 for no effect and ±100 for the full control effect
Target sequence (Q9HBX9 whole entry, looked up): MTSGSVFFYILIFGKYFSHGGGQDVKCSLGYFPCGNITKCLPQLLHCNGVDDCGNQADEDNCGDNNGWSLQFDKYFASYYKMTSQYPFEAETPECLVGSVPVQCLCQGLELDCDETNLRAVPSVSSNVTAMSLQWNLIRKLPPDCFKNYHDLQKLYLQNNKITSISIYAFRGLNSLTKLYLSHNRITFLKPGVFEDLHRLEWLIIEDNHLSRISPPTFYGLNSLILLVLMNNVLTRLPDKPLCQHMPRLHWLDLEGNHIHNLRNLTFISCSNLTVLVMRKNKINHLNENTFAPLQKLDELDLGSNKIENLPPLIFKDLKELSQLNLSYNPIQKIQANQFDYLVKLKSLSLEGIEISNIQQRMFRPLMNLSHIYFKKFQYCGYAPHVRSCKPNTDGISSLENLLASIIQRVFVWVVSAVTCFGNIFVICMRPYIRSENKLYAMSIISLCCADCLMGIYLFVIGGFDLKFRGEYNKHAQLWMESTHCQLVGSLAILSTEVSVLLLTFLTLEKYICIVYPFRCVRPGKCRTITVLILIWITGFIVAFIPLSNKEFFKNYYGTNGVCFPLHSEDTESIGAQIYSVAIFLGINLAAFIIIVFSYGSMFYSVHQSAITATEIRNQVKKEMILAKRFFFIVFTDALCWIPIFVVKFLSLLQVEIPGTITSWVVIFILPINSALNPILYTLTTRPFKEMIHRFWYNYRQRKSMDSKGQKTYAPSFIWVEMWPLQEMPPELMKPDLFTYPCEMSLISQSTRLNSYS
BLM inh: blocks DNA unwinding by human BLM helicase | P54132 | recombinant BLM DNA unwinding, fluorescence dequenching | Potency, µM (titrated, usually from 56.1 µM), without a hit: at the top dose activity change, negative = inhibition, most hits filed as inhibitors | actives 0.2% (n = 350,000) | AID 2528;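 also: potency is read from the fitted curve at half-maximal effect; plate controls were vehicle for no effect and no enzyme for full effect; nearly all actives have a fitted effect of over 35% in size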
Pol beta inh: inhibitors of human DNA polymerase beta; P06746; Pol beta primer extension/strand displacement, fluorescence kinetic; Potency, µM (doses to about 114 µM), without a hit: top-dose activity change, negative = inhibition, usual class: inhibitors; actives 1.3% (n = 340,000); also: potency is read from the fitted curve at half-maximal effect; % is scaled to controls: 0 for no effect and ±100 for the full control effect
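Curves were derived by four-parameter Hill fits of normalized qHTS data. The kinetic fluorescent primer-extension read was taken at 0 and 10 min after 50 nM substrate, following a 15 min room-temperature preincubation of 10 nM enzyme with compounds.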
Apoferritin bind: binds horse apoferritin like a general anesthetic; AID 485281; apoferritin/1-aminoanthracene competitive binding, fluorescence; actives 0.074% (n = 350,000); Potency, µM (doses to about 77.5 µM), inactives show top-dose activity change, negative = displacement, actives largely listed as inhibitors; P02791; also: potency is read from the fitted curve at half-maximal effect; % is scaled to controls: 0 for no effect and ±100 for the full control effect; nearly all actives have a fitted effect of over 20% in size
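Horse-spleen apoferritin (10 uM) in 50% saturated 1-aminoanthracene in PBS was incubated 10 min at room temperature with compound. Fluorescence (ex 380, em 535 nm) was normalized to free and bound 1-AMA, with concentration-response fitted by a four-parameter Hill equation.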
POLH inh: DNA polymerase eta (human) inhibition | actives 1.2% (n = 390,000) | recombinant Pol eta, fluorescent DNA replication assay | Q9Y253 | Potency, µM (doses to about 114 µM), for the others: top-dose activity change, negative = inhibition, hits mostly inhibitors | AID 588591; also: potency is read from the fitted curve at half-maximal effect; % is scaled to controls: 0 for no effect and ±100 for the full control effect
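Pol eta (10 nM) was preincubated with compounds for 15 min at room temperature, after which fluorescent replication substrate (50 nM final) was added to start the reaction. Fluorescence was read kinetically at 0 and 10 min.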
APEX1 inh: inhibitors of human APE1 endonuclease | recombinant APE1, TAMRA/BHQ-2 abasic DNA cleavage fluorescence | Potency, µM (doses to about 65.8 µM), inactives show at the top dose activity change, negative = inhibition, hits mostly inhibitors | actives 0.35% (n = 350,000) | AID 2517;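 also: potency is read from the fitted curve at half-maximal effect; plate controls were vehicle for no effect and reference inhibitor for full effect; nearly all actives have a fitted effect of over 55% in size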
Target sequence (P27695 whole entry, looked up): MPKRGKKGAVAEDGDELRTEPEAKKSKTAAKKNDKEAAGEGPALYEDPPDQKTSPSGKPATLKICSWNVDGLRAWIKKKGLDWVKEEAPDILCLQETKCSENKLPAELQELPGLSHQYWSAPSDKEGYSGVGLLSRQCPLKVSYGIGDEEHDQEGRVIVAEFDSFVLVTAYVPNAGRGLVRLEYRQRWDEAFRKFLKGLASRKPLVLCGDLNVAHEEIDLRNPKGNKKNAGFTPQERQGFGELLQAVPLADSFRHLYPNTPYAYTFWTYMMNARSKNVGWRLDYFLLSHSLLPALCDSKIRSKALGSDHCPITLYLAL
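0.75 nM APE1 + cpd, 15 min RT; start w/ 50 nM TAMRA/BHQ-2 THF-abasic dsDNA; kinetic fluor 525/598 nm ×3 reads @60 s; Δ(read3−read1); normalized to DMSO and NSC13755 control wells.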
POLI inh: blocks human DNA polymerase iota activity | Q9UNA4 | Pol iota fluorescent replication assay, 10 min | Potency, µM (highest dose often 115 µM), for inactives: top-dose activity, negative = inhibition, most hits filed as inhibitors | actives 1% (n = 390,000) | AID 588590; also: potency is read from the fitted curve at half-maximal effect
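Pol iota at 10 nM preincubated 15 min with compounds at room temperature; reaction started with fluorescent substrate, 50 nM final. Fluorescence read kinetically at 0 and 10 min; buffer-only wells as negative control.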
Tb PGK inh: T. brucei PGK inhibition; PGK/GAPDH coupled, Kinase-Glo luminescence, 60 min; Potency, µM (doses to about 57.5 µM), for the others: at the top dose activity change, negative = inhibition, usual class: inhibitors; actives 0.043% (n = 380,000); AID 602233; also: potency is read from the fitted curve at half-maximal effect; % is scaled to controls: 0 for no effect and ±100 for the full control effect; nearly all actives have a fitted effect of over 60% in size
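Recombinant glycosomal PGK reaction used 1,3-bisphosphoglycerate generated in-well by GAPDH (100nM final) in 100mM TEA pH 7.6, 5mM MgCl2, 0.01% Tween-20. After 60 minutes at room temperature, ATP was read by Kinase-Glo Plus luminescence end-point.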
* hit, by the source's call; i = inactive; ? = inconclusive; · = not tested or not shown; & = joins results of further samples; [ ] = remark or other dose. Unless noted, calls follow the shape of the dose curve; as a rule, active = well fitted curve in the direction sought with a large enough effect; inconclusive = small, poorly fitted or top-dose-only effect, or another doubt; inactive = no such curve, though single readings can be large; an effect the other way counts as inactive or inconclusive. The list is partial, so the mix of outcomes need not match the whole.

The line under a structure holds: POLH inh	POLI inh	Pol beta inh	APEX1 inh	BLM inh	Apoferritin bind	RXFP1 antag	Pol kappa inh	Tb PGK inh
Cc1cc(NC(=O)CCC(=O)N(CCC(C)C)C(C(=O)NC2CCCC2)c2cccnc2)no1 (stereo not drawn)
→ 1%	4%	43%	14%	-2%	-11%	1	-7%	-6%
NS(=O)(=O)c1cccc(NC(=O)c2cccc(N3C(=O)c4ccccc4C3=O)c2)c1
→ -16%	0%	·	-19%	·	·	-9	-4%	-10%
O=C(Nc1ccc(Cc2ccncc2)cc1)C1CCC(N2C(=O)C3CCCCC3C2=O)CC1 (stereo not drawn)
→ -19%	-12%	-25%	2%	0%	?	-4	8%	-10%
COc1ccc(CCNC(=O)CSc2ccc(-c3ccco3)nn2)cc1OC
→ -10%	32%[activator]	36%	20%	-17%	-6%	-18	-6%	i
C=Cc1ccc(CSc2nc(-c3ccccc3Cl)nc3c2Cc2c(CO)cnc(C)c2O3)cc1
→ -18%	17%	-2%	·	0%	-13%	-37	-8%	1%
COc1ccc(/C=N/N2C(=O)C3C4C=CC(C4)C3C2=O)cc1[N+](=O)[O-] (stereo not drawn)
→ -6%	154%[activator]	5%	-2%	1%	-20%	17	-1%	7%
Cc1ccc(C(=O)N2CCN(c3ncccn3)CC2)c(C)c1
→ -18%	46%[activator]	17%	5%	-3%	1%	4	-17%	3%
COc1ccccc1-c1c(C(F)(F)F)oc2cc(OCC(=O)Nc3ccccc3C(F)(F)F)ccc2c1=O
→ -10%	6%	19%	-1%	5%	4%	-5	-9%	2%
CC1=NN(c2ccccc2)C(=O)C1N=Nc1ccc(S(N)(=O)=O)cc1 (stereo not drawn)
→ 0%	20%	15%	51%[activator]	-1%	-10%	5	-6%	-7%
Cc1ccc(-c2nnn(CC(=O)N3CCN(c4ccccc4)CC3)n2)o1
→ -5%	33%[activator]	2%	-2%	-3%	-17%	-15	-18%	-4%
O=C(CSc1nnnn1-c1ccccc1)NC(=O)Nc1ccc2c(c1)OCCO2
→ 0%	i	2%	16%	3%	?	-4	-11%	-5%
CCCCC1=CC2=CC(=O)C(C)(OC(=O)c3cccs3)C(=O)C2=CO1 (stereo not drawn)
→ 22µM*	?	·	-5%	-14%	·	·	?	2%
Cc1cccc(NS(=O)(=O)c2ccc3c(c2)CCN3C(=O)C2CCC2)c1
→ -23%	27%	5%	·	-14%	-9%	·	4%	-1%
Cc1ccc(Oc2ccccc2/C=C2\SC(=O)N(C)C2=O)cc1
→ 4%	-4%	44%	9%	-9%	-15%	24	-21%	i
c1ccc(C2[C@H]3CN(Cc4cccnc4)[C@H](c4ccccc4)C34CC2(c2ccccc2)C4)cc1 (stereo partly drawn)
→ -10%	-2%	-10%	-3%&4%	-1%&-6%	-18%&1%	·	-20%	7%
COc1ccc2c(ccc[n+]2CC(=O)c2ccccc2)c1
→ -17%	-16%	3%	35%	0%	0%	-1	-4%	-1%
CCN(C(=O)COC(=O)C1=COCCO1)c1c(N)n(Cc2ccccc2)c(=O)[nH]c1=O
→ 1%	17%	·	22%	·	·	-5	-2%	-7%
CC(=O)NN1C(=O)/C(=C\c2ccc(C)cc2)SC1=S
→ -3%	-12%	21%	8%	-3%	-18%	-7	0%	3%
CCOC(=O)/C(C#N)=C1/SC(CCO)C(=O)N1c1ccccc1 (stereo not drawn)
→ -17%	77%[activator]	22%	-11%	-13%	-9%	-16	-3%	i
COc1cc(NC(=O)C2CCCCN2)ccc1OCC(C)C (stereo not drawn)
→ -10%	?	-2%	5%	0%	-7%	-12	5%	-3%
Fc1ccc(Nc2ncnc3onc(-c4ccc(Cl)cc4)c23)cc1Cl
→ -21%	18%	?	·	-8%	-15%	·	-5%	-3%
CCOC(=O)N1CCN(C(=O)Cn2c(=O)sc3ccccc32)CC1
→ 0%	106%[activator]	9%	0%	3%	-6%	-4	0%	-6%
COCCOC(=O)c1c(C)oc2ccc(NS(=O)(=O)c3ccc(C(=O)O)cc3)cc12
→ 11µM*	-17%	35µM*	-10%	-1%	-12%	-6	-22%	-8%
CCC1(CC)C(=O)NC(=O)NC1=NCCc1ccc(O)cc1
→ -14%	11%	-13%	2%	1%	0%	-8	-12%	0%
CCN1CCN(c2ccccc2NC(=O)C(C)Oc2ccc(C(C)=O)cc2)CC1 (stereo not drawn)
→ -13%	-18%	·	-10%	·	·	0	8%	-4%
CCn1cc(Br)c(C(=O)Nc2cccc(Cl)c2)n1
→ -15%	-7%	1%	-2%	-5%	-15%	-21	2%	·
COc1ccc(NC(=O)CSc2cccc3cccnc23)c(OC)c1
→ -11%	2%	8%	-1%	3%	0%	11	-14%	0%
CCOc1ccc(NC(=O)CC2C(=O)N(c3cccc(OC)c3)C(=O)N2C(C)C)cc1 (stereo not drawn)
→ -7%	-16%	46%	9%	-4%	-7%	11	-14%	2%
CCc1nn2c(=O)cc(COc3ccc(/C=C4\C(=N)N5N=C(C)SC5=NC4=O)cc3)nc2s1
→ 7.1µM*	?	35µM*	?	13µM*	-12%	5	79µM*	-29%
COc1ccc2[nH]c(O)c(NC(C)=O)c2c1
→ 6%	36%[activator]	17%	0%	-1%	-5%	7	-18%	i

As entered above.
Result for `COc1ccc(/C=N/N2C(=O)C3C4C=CC(C4)C3C2=O)cc1[N+](=O)[O-]` (stereo not drawn) under BLM inh: 1%
Result for `Cc1cc(NC(=O)CCC(=O)N(CCC(C)C)C(C(=O)NC2CCCC2)c2cccnc2)no1` (stereo not drawn) under POLH inh: 1%

(further entries)
The line under a structure holds: POLH inh	POLI inh	Pol beta inh	APEX1 inh	BLM inh	Apoferritin bind	RXFP1 antag	Pol kappa inh	Tb PGK inh
Cc1ccc(NC(=S)NCc2ccccc2Cl)c(C)c1
→ -19%	59%[activator]	21%	-9%	-1%	-4%	-9	-2%	-6%
CCOc1ccc(NC(=O)CN2CCN(Cc3ccccc3)S2(=O)=O)cc1
→ -15%	16%	11%	·	-3%	-12%	-4	0%[60.1 µM]	3%
CSCCC(Nc1ccc(S(=O)(=O)N2CCOCC2)cc1[N+](=O)[O-])C(=O)OCC(=O)N(C(C)C)C(C)C (stereo not drawn)
→ -17%	27%	30%	-6%	-3%	-6%	-5	2%	i
CC(/C=C/c1ccc(N(C)C)cc1)=N\N=C1\NC(=O)CC(C(=O)Nc2ccccc2)S1 (stereo not drawn)
→ -23%	?	?	-3%	-6%	40%[activator]	-23	-17%	-5%
Nc1ccc(S(=O)(=O)c2ccccc2)nc1
→ -5%	-32%	12%	25%	-1%	0%	3	-2%	i
O=C(COC(=O)Cc1ccc(S(=O)(=O)N2CCOCC2)s1)NCCc1ccccc1
→ 79µM*	?	22µM*	?	-19%	-14%	-22	?	-6%
CC(=O)Nc1cccc(-c2nnc(SCC(=O)c3cc([N+](=O)[O-])ccc3Br)o2)c1
→ 17%	-5%	56%	·	0%	3%	-19	-3%	0%
CC1(C)Cc2c(sc3c2c(=N)n(Cc2ccco2)c(=O)n3Cc2ccc(Cl)cc2)CO1
→ -6%	2%	9%	7%	-14%	-18%	-16	-8%	2%
COc1ccc(-c2cc3c(=O)n(CC(=O)NCCCN4CCC(Cc5ccccc5)CC4)ncn3n2)cc1
→ -17%	1%	2%	74%[activator]	14%	2%	-2	14%	-1%
CCc1ccc(NC(=O)C2CCC(CNS(=O)(=O)c3cccs3)CC2)cc1 (stereo not drawn)
→ -12%	20%	-15%	·	-2%	9%	-10	-5%	7%
O=C(Nc1ccc(O)cc1)c1ccc(C(=O)c2ccccc2)o1
→ 8%	?	?	-5%	-15%	-14%	-4	1%	0%
C=CCOc1ccc(/C=C/C(=O)OCC(=O)N(C)CC(=O)Nc2ccc(F)cc2)cc1
→ -5%	14%	·	9%	·	·	-10	-10%	0%
CCN(CC)S(=O)(=O)c1cccc(-c2nnc(SCC(N)=O)n2CCc2ccccc2)c1
→ -2%	6%	7%	17%	6%	-5%	7	-8%	2%
O=C(/C=C/c1ccccc1)NNC(=O)c1cccc(Cl)c1
→ -15%	12%	3%	1%	-2%	-7%	0	-5%	10%
C=CCN1C2CCCC1CC(NC(=S)Nc1cccc(OC)c1)C2 (stereo not drawn)
→ -6%	0%	-15%	5%	4%	-9%	0	-4%	-2%
Cc1nc(N)nc(N(C)c2ccccc2)c1Br
→ -16%	19%	·	·	·	·	-3	-1%	6%
Cc1ccc(S(=O)(=O)CC(=O)N2CCCC2)cc1
→ -17%	-10%	10%	-4%	1%	-12%	1	-16%	-1%
CCOc1ccc(NC(=NCc2ccc3c(c2)OCO3)SC2CC(=O)N(c3ccc(OCC)cc3)C2=O)cc1 (stereo not drawn)
→ 5%	6%	-7%	?	-9%	-4%	1	-24%	-7%
Cc1cc(Cl)c(S(N)(=O)=O)cc1OCC(=O)NC1CCCCC1
→ -11%	5%	3%	42%	-7%	-11%	-2	-3%	-4%
N#CCCN(Cc1ccccc1)C(=O)Nc1ccccc1
→ -6%	6%	76%[activator]	1%	-3%	-8%	4	-8%	3%
CCCCC(=O)Nc1cc(-c2nc3ncccc3o2)ccc1C
→ -4%	-8%	30%	-3%	-1%	-1%	6	0%	0%
O=S(=O)(O)c1ccc(NN=Cc2ccccc2O)cc1
→ 32µM*	?	·	·	·	·	3	-5%	-5%
